# Source: PubChem
# Ub-GFP proteasome: Ubiquitin-GFP Assay | Ubiquitin-GFP reporter cells, proteasome inhibition, GFP fluorescence; response scale: untreated = 0%, 10 µM MG-132 = 100% | Potency, µM (doses to about 45.9 µM), without a hit: at the top dose activation (GFP accumulation), usual class: activators | 67,000 tested, under 10 active | AID 526, 2006; active = well fitted activation curve with a large enough effect, not every such curve was filed as active; inconclusive = small, poorly fitted or top-dose-only effect, or another doubt; inactive = no such curve, though single readings can be large or run the other way; also: potency is read from the fitted curve at half-maximal effect
#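 Proteasome blockade was scored as a rise in GFP-expressing U2OS cells carrying a ubiquitin(G76V)-GFP construct, imaged after 4 hr compound treatment at 37 °C across a 46 uM–2.9 nM series.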
# 4-MU autofl: qHTS Assay for Spectroscopic Profiling in 4-MU Spectral Region; hit rate 11% among 59,000; AID 589, 2007; compound autofluorescence, 340/450 nm, 4-MU equivalents; active compounds read high; max dye-equivalent concentration, M; in the data active = max dye-equivalent concentration above about 10 nM; inconclusive = mostly about 1.1 nM to 9.6 nM
#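 Compounds in 100 mM Tris, pH 8.0, sat 15 min at room temperature before fluorescence was read at 340 nm excitation/450 nm emission; a per-plate six-point 4-MU standard curve converted signals to dye-equivalent concentration at each compound concentration.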
# HADH2 inh: qHTS Assay for Inhibitors of HADH2 (Hydroxyacyl-Coenzyme A Dehydrogenase, Type II). 3-hydroxyacyl-CoA dehydrogenase type-2 (Homo sapiens), Q99714. recombinant HADH2, NADH fluorescence, beta-hydroxybutyryl-CoA. Potency, µM (highest dose often 57.1 µM), for inactives: top-dose activity change, negative = inhibition, hits mostly inhibitors. hit rate 3.4% among 73,000. AID 886, 2007; also: potency is read from the fitted curve at half-maximal effect; % is scaled to controls: 0 for no effect and ±100 for the full control effect; nearly all actives have a fitted effect of over 60% in size; many of its hits are not listed in these tables
# Target sequence (Q99714 whole entry, looked up, one chain of several): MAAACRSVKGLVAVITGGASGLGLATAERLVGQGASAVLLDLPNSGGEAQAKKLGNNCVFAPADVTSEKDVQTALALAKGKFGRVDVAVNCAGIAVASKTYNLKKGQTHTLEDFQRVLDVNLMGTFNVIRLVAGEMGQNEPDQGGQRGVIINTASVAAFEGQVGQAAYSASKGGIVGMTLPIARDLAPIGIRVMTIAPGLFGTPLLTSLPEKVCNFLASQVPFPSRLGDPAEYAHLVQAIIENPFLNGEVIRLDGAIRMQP
#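 E. coli-expressed His-tagged HADH2 tested at 20 nM in alkaline Tris buffer (pH 9.0); oxidation of 90 uM beta-hydroxybutyryl-CoA with 1 mM NAD+ tracked fluorimetrically for 4 min.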
# Rhodamine autofl: qHTS Assay for Spectroscopic Profiling in Rhodamine Spectral Region. Rhodamine-region fluorescence, 547/598 nm, Tris buffer; active compounds read high. max dye-equivalent concentration, M. hit rate 0.05% among 59,000. AID 594, 2007; in the data active = max dye-equivalent concentration above about 11 nM; inconclusive = between about 1.1 nM and that limit
#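 qHTS spectral profiling of compounds without any target or enzyme present, in pH 8.0 Tris buffer; plates were read after a 15-minute room-temperature incubation using the rhodamine-region filter set.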
# ALOX15 inhib: qHTS Assay for Inhibitors of 15-hLO (15-human lipoxygenase); Polyunsaturated fatty acid lipoxygenase ALOX15 (Homo sapiens), P16050; purified 15hLO-1, xylenol orange hydroperoxide absorbance; Potency, µM (series often up to 57.1 µM), for inactives: at the highest dose activity change, negative = inhibition, actives largely listed as inhibitors; hit rate 1.4% among 74,000; also: potency is read from the fitted curve at half-maximal effect; % is scaled to controls: 0 for no effect and ±100 for the full control effect; nearly all actives have a fitted effect of over 55% in size
# Target sequence (P16050 whole entry, looked up): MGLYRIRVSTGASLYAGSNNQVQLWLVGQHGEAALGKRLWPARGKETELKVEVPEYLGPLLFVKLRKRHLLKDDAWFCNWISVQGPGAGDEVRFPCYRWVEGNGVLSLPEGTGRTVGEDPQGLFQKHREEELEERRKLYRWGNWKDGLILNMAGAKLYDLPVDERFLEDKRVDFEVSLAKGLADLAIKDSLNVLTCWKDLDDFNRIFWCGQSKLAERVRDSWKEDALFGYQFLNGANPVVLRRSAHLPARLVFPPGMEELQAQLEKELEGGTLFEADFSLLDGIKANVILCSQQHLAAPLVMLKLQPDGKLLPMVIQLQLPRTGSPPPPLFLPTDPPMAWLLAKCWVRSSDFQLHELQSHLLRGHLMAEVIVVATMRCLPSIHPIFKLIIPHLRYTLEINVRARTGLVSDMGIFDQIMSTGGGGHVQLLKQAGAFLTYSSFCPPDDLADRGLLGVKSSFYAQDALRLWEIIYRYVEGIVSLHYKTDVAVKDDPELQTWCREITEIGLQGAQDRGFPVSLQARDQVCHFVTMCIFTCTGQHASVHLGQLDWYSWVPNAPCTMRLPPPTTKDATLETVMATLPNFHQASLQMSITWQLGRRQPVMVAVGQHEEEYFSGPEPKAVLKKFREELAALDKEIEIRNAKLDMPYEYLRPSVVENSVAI
#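 Compounds were preincubated 15 min at room temperature with 40 nM purified human enzyme (25 mM Hepes pH 7.5, 0.01% Triton X-100); 50 uM arachidonic acid reacted 6 min. Fe-xylenol orange detection, 30 min, absorbance ratio 573/405 nm.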
# Pol III holo inh: qHTS Assay for Inhibitors of DNA Polymerase III Holoenzyme System; hit rate 0.25% among 71,000; reconstituted DNA polymerase III holoenzyme replication, biochemical; Potency, µM (titrated, usually from 57.1 µM), for the others: top-dose activity change, negative = inhibition; AID 603, 2007; also: potency is read from the fitted curve at half-maximal effect; % is scaled to controls: 0 for no effect and ±100 for the full control effect
#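 Reconstituted *E. coli* holoenzyme (0.35 nM Pol III, 1 nM beta, 154 nM SSB, 2 nM primase) was preincubated with compound for 15 min at RT. Synthesis on 1.4 nM ssM13Gori ran 35 min, then was stopped with PicoGreen/EDTA and read as dsDNA fluorescence.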
# GFP derepression: qHTS Assay for Epigenetic Modulators | hit rate 0.09% among 68,000 | Potency, µM (series often up to 46.1 µM), for the others: at the highest dose GFP derepression (activation) | mouse C127i GFP locus derepression, cytometry, 30 h; also: % of control where 0% means no effect
#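 Derepression screen: silenced CMV-GFP reporter in murine C127i cells, 30 h compound incubation at 37 C, washed cells imaged by laser-scanning cytometer to enumerate GFP-expressing objects of 20 to 120 um.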
# Texas Red fluor: qHTS Assay for Spectroscopic Profiling in Texas Red Spectral Region; hit rate 0.06% among 59,000; max dye-equivalent concentration, M; Compound fluorescence, Texas Red channel, 547/618 nm; active compounds read high; in the data active = max dye-equivalent concentration above about 10 nM; inconclusive = between about 1.1 nM and that limit
#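 Texas Red-region profiling: compounds in 100 mM Tris pH 8.0 were read at 547/618 nm after 15 min at room temperature. Intensities were normalized against a six-point Texas Red standard series to give dye-equivalent concentration.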
# HBB splice mod: qHTS Assay for Modulators of Hemoglobin Beta Chain Splicing. HBB splicing reporter cell assay, activation; EGFP reporter with mutant IVS2-654 intron; response scale: normalised to 500 nM splice-correcting PNA. Potency, µM (doses to about 46.1 µM), for the others: at the top dose activation, most hits filed as activators. hit rate 0.06% among 65,000. AID 925, 2007; also: potency is read from the fitted curve at half-maximal effect; 0% is about no effect
#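 HeLa cells stably expressing EGFP interrupted by mutant beta-globin intron 2 (IVS2-654), 500/well in 2% FCS. Treated with compound for 2 days at 37C. Splicing correction scored as total well GFP intensity (488 nm excitation, 500-520 nm emission); 500 nM antisense PNA served as control.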
# Fluorescein autfl: qHTS Assay for Spectroscopic Profiling in Fluorescein Spectral Region | Compound autofluorescence, 480/540 nm, fluorescein-equivalent; active compounds read high | max fluorescein-equivalent concentration, M | hit rate 0.91% among 59,000; in the data active = max fluorescein-equivalent concentration above about 10 nM; inconclusive = between about 1.1 nM and that limit
#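 Read-out is intrinsic compound fluorescence at 480/540 nm (excitation/emission), expressed as dye-equivalent concentration using a fluorescein standard series run on every plate. Compounds sat 15 min at room temperature in 100 mM Tris, pH 8.0.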
# Hsp90 Hop PPI: qHTS Assay for Disrupters of an Hsp90 Co-Chaperone Interaction. AlphaScreen TPR2A-His6 binding biotin-Hsp90 C-terminal peptide. hit rate 0.44% among 71,000. Potency, µM (titrated, usually from 57 µM), inactives show at the highest dose activity change, negative = inhibition. Hsp90 C-terminal peptide / TPR2A (Hop) interaction, human. AID 595, 2007; active = well fitted curve in either direction with a large enough effect; inconclusive = small, poorly fitted or top-dose-only effect, or another doubt; also: potency is read from the fitted curve at half-maximal effect; % is scaled to controls: 0 for no effect and ±100 for the full control effect; many of its hits are not listed in these tables
# * hit, by the source's call; i = inactive; u = inconclusive; x = not tested or not shown; [ ] = another dose, or the depositor's remark. Unless noted, calls follow the shape of the dose curve; as a rule, active = well fitted curve in the direction sought with a large enough effect; inconclusive = small, poorly fitted or top-dose-only effect, or another doubt; inactive = no such curve, though single readings can be large; an effect the other way counts as inactive or inconclusive.
nr | SMILES | Ub-GFP proteasome | 4-MU autofl | HADH2 inh | Rhodamine autofl | ALOX15 inhib | Pol III holo inh
1 | CC(c1ccccc1)n1cc(C(=O)NCc2ccccn2)nn1 (stereo unspecified) | 0% | i | -3% | i | 10% | 7%
2 | N#Cc1ccc(-c2ccco2)nc1SCc1ccccc1 | 4% | i | 1% | i | -1% | -7%
3 | CCOC(=O)c1cncc(NC(=O)c2ccccc2)c1 | 5% | i | 8% | i | 7% | -4%
4 | COc1ccccc1-c1cc(NCc2cccnc2)ncn1 | 3% | i | u | i | -16% | -8%
5 | COc1cccc(CN2CCCN(S(=O)(=O)c3ccc(Br)cc3)CC2)c1 | -11% | 1.2e-08M* | 0% | i | u | 2%
6 | Cc1noc(C)c1S(=O)(=O)NCCCN1CCN(Cc2ccccc2)CC1 | 2% | i | 15% | i | -3% | 3%
7 | O=C(NCc1ccco1)NC12CC3CC(CC(C3)C1)C2 | 0% | x | 0% | x | 6% | 2%
8 | COC(=O)c1ccc(CSc2ncn[nH]2)o1 | -13%[9.17 µM] | x | -19%[11.4 µM] | x | 0%[11.4 µM] | -6%[11.4 µM]
9 | CN1CCN(S(=O)(=O)c2ccc(NC(=O)c3ccc(Br)o3)cc2)CC1 | -2% | i | -6% | i | -6% | -7%
10 | CCCc1nc2ccccc2c(=O)n1NC(=O)c1c(O)c2cccc3c2n(c1=O)CCC3 | 1% | u | 1% | i | 0% | 5%
11 | COCC(=O)Nc1cccc2ccccc12 | -9% | i | -5% | i | 3% | -1%
12 | Cn1c(=O)c2c(nc(NCc3ccc4c(c3)OCO4)n2Cc2ccccc2)n(C)c1=O | x | i | x | i | x | x
13 | Cc1noc(C)c1C(=O)N1CCC2(CC1)CCN(c1ccncc1)CC2 | -9% | i | -3% | i | 3% | -4%
14 | O=C(NCc1ccco1)C(c1ccccc1)N(CC1CCCO1)C(=O)Cn1nnc2ccccc21 (stereo unspecified) | 4% | i | 19% | i | 21% | u
15 | COc1cc(OC)cc(C(=O)Nc2ccc(-c3nc4ccccc4o3)cc2)c1 | -6% | x | 32µM* | x | -6% | 14%

nr | GFP derepression | Texas Red fluor | HBB splice mod | Fluorescein autfl | Hsp90 Hop PPI
1 | 4% | i | 0.0%[57.5 µM] | i | 1%
2 | 0% | i | -1.4% | i | -11%
3 | 2% | i | -0.2%[57.5 µM] | i | -4%
4 | -5%[9.22 µM] | i | -2.5% | i | 1%
5 | 0% | i | -2.2% | i | 18%
6 | 1% | i | -0.2% | i | 3%
7 | 0% | x | -0.3% | x | -7%
8 | 2% | x | -0.2%[0.0738 µM] | x | -5%[11 µM]
9 | -2% | i | 0.4% | u | -1%
10 | 0% | i | -1.4% | u | 0%
11 | 3% | i | 7.4% | i | -2%
12 | 5%[20.6 µM] | i | x | u | x
13 | -4%[9.22 µM] | i | 4.6% | u | -9%
14 | -2% | i | 0.4%[57.5 µM] | u | -5%
15 | 2% | x | -4.7% | x | -1%

# Brought forward from above: 2 entries, followed by the next part.
nr | SMILES | Ub-GFP proteasome | 4-MU autofl | HADH2 inh | Rhodamine autofl | ALOX15 inhib | Pol III holo inh
14 | O=C(NCc1ccco1)C(c1ccccc1)N(CC1CCCO1)C(=O)Cn1nnc2ccccc21 (stereo unspecified) | 4% | i | 19% | i | 21% | u
15 | COc1cc(OC)cc(C(=O)Nc2ccc(-c3nc4ccccc4o3)cc2)c1 | -6% | x | 32µM* | x | -6% | 14%
16 | Cn1c(CN2CCOCC2)nnc1SCC(=O)Nc1ccc2c(c1)OCCO2 | 1% | i | 3% | i | 8% | -3%
17 | O=C(c1cc(C2CC2)on1)N1CCOCC1 | 0% | x | -1% | x | 6% | 1%
18 | O=C(c1noc2c1CCCC2)N1CCOCC1 | -6% | i | 0% | i | 0% | -5%
19 | COc1ccc(OC)c(NC(=O)C2CCCCC2C(=O)O)c1 (stereo unspecified) | -1% | i | 1% | i | -20% | -11%
20 | O=C(Nc1cccc(F)c1)N1CC2(CCN(S(=O)(=O)c3ccccc3)CC2)C1 | 0% | i | -1% | i | 1% | -6%
21 | NC(=S)N/N=C\c1c[nH]c2ccccc12 | -4%[9.17 µM] | i | -8%[11.4 µM] | i | 3%[11.4 µM] | 0%[11.4 µM]
22 | CC(C)CNC(=O)c1c(N)n(/N=C/c2ccccn2)c2nc3ccccc3nc12 | x | u | x | i | x | x
23 | Cc1cc(C)nc(SCC(=O)N2CCCCC2)n1 | 8% | x | 2% | x | 2% | 4%
24 | COc1ccc(C2N(c3cc(Cl)ccc3OC)C(=O)C3CCCN32)c(OC)c1 (stereo unspecified) | 3% | x | 5% | x | 8% | -6%
25 | CN1/C(=N\O)c2cccc3cccc1c23 | 7% | 1.2e-07M* | 13µM* | i | -13% | -5%
26 | CCCCNC(=O)CCSc1nc2nc(C)cc(C)n2n1 | 21% | i | -18% | i | -21% | -3%
27 | COCCn1c(=O)c(C)nc2cnc(N3CCOCC3)nc21 | -5% | u | -7% | i | 23% | -6%
28 | CN(C)Cc1ccccc1-c1cncnc1NCc1cccnc1 | -5% | i | u | i | -23% | -4%
29 | S=c1[nH]nc(Cc2ccccc2)n1-c1ccccc1 | 4% | i | -11% | i | -4% | -2%
30 | CCOC(=O)N1CCC(NC(=O)c2cc3c(C)nc4ccccc4c3o2)CC1 | 0% | x | -25% | x | 1% | -5%

nr | GFP derepression | Texas Red fluor | HBB splice mod | Fluorescein autfl | Hsp90 Hop PPI
14 | -2% | i | 0.4%[57.5 µM] | u | -5%
15 | 2% | x | -4.7% | x | -1%
16 | -4% | i | -0.7% | i | -7%
17 | 3% | x | -0.8% | x | -3%
18 | 2% | u | -1.8% | i | 0%
19 | 2% | i | -1.2% | u | -4%
20 | 16%[9.22 µM] | i | -0.1% | i | -9%
21 | -4%[9.22 µM] | i | 3.6%[9.22 µM] | u | -3%[11 µM]
22 | -2%[20.6 µM] | i | x | u | x
23 | -2% | x | -0.1%[9.22 µM] | x | u
24 | -6% | x | -1.4% | x | 1%
25 | -2% | i | x | u | 12%
26 | 3% | u | 6.5%[1.84 µM] | u | 0%
27 | 2%[9.22 µM] | i | 1.0% | i | -3%
28 | 0%[9.22 µM] | u | -0.1% | i | -1%
29 | -3% | u | -1.0% | u | -3%
30 | -3% | x | 0.9% | x | -1%

# Copied from the list:
# COc1ccccc1-c1cc(NCc2cccnc2)ncn1 – Hsp90 Hop PPI = 1%
# CN(C)Cc1ccccc1-c1cncnc1NCc1cccnc1 – Hsp90 Hop PPI = -1%

# Later entries:
nr | SMILES | Ub-GFP proteasome | 4-MU autofl | HADH2 inh | Rhodamine autofl | ALOX15 inhib | Pol III holo inh
31 | Cn1c(SCCS(=O)(=O)c2ccc(Cl)cc2)nnc1-c1ccccc1 | 3% | i | -1% | i | 3% | -1%
32 | C[C@@H]1C(=O)O[C@@H]2C[C@@]34[C@H]5C[C@@H](C(C)(C)C)[C@@]36[C@@H](OC(=O)[C@@H]6O)O[C@]4(C(=O)O5)[C@@]12O | -3% | i | -3% | i | x | -5%
33 | CN(C(=O)c1coc(=O)c2ccccc12)c1ccc(F)cc1 | -2% | i | 3% | i | 5% | -3%
34 | O=C(Nc1nccs1)c1ccc(COc2ccc(F)cc2)o1 | -5% | i | 11% | i | -7% | -16%
35 | CCc1nnc(NC(=O)CSc2nnc(-c3ccccc3OC)n2-c2ccccc2)s1 | -2% | i | -9% | i | -2% | 2%
36 | Cn1cccc1Cc1nnc(SCC(=O)N2CCN(c3ccccc3)CC2)n1-c1ccc(F)cc1 | 5% | i | -1% | i | 2% | -3%
37 | Clc1ccc(CSc2nnc(-c3ccccn3)n2Cc2ccco2)c(Cl)c1 | -3% | i | -7% | i | -3% | -2%
38 | O=C(c1cc(-c2ccco2)on1)N1CCN(c2ccccc2)CC1 | 0% | x | -10% | x | -6% | -6%
39 | COc1ccc(Cn2ccnc2)cc1Br | x | i | x | i | x | x

nr | GFP derepression | Texas Red fluor | HBB splice mod | Fluorescein autfl | Hsp90 Hop PPI
31 | 3% | u | 0.0%[57.5 µM] | i | 4%
32 | -7%[9.22 µM] | i | x | i | -1%
33 | 0% | i | -2.6% | i | -3%
34 | 0% | u | 1.0% | i | -1%
35 | -1% | u | x | i | -8%
36 | 2% | i | -0.7% | i | -10%
37 | 9% | i | -1.4% | i | -5%
38 | 0% | x | 0.8% | x | -2%
39 | 13%[20.6 µM] | i | x | i | x

# An excerpt (hit frequency here may not be typical).
